# Source: PubChem
# PPC-1+TRAIL kill – compounds killing PPC-1 cancer cells with TRAIL present, primary screen, TRAIL potentiator project, ATPLite luminescence, uHTS; PPC-1 cells + TRAIL, ATPLite viability luminescence; cell killing (% activity), % at 4 µM; 0.41% of 220,000 active;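 active = cell killing above 50% in the first pass at 4 µM, then a duplicate retest at 5 µM averaging 50% or more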;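 also: plate controls were cells with TRAIL plus DMSO for no effect and medium-only wells lacking cells for full effect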
# TRPML3 agonist – human TRPML3 channel agonists, primary screen, cell-based, HEK293 TRPML3-YFP, Fluo-8 calcium fluorescence, 3 µM. Mucolipin-3 (Homo sapiens), Q8TDD5. 100% = the carbachol control signal. activation, % at 3 µM. 0.29% of 220,000 active;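 active = activation above its plate's cutoff, the mean activation of the plate's test wells plus 3 SD, cut at about 12% in these data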;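 also: 0% = DMSO only wells and 100% = carbachol wells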
#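 Test system: TRPML3-YFP stable HEK293 cells. Doses: single point at 3 µM. Incubation: dye loading 1 h 37 °C then 30 min ambient, 125 s read. Signal: Fluo-8 calcium dye fluorescence, ex 470-495, em 515-575 nm. Measure: percent activation from peak-to-basal fluorescence ratio, scaled between DMSO and carbachol.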
# RBBP9 inh – human RBBP9 inhibitors, primary screen, biochemical, fluorescence polarization, FP-Rh probe, HTS. Serine hydrolase RBBP9 (Homo sapiens), O75884. recombinant RBBP9. inhibition, % at 7.94 µM. 0.2% of 220,000 active;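 active = inhibition above the campaign mean of all tested compounds plus 3 SD, cut at about 14% in these data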;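 also: plate controls were DMSO wells with RBBP9 for no effect and wells lacking RBBP9 protein for full effect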
# Target sequence (O75884 whole entry, looked up): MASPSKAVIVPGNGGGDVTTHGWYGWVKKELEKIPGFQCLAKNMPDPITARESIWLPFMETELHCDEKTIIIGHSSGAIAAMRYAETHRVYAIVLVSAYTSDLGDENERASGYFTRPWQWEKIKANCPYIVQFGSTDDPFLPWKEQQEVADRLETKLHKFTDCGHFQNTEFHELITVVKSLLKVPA
#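 Controls: DMSO-treated enzyme wells and wells lacking RBBP9 | Material: RBBP9 protein | Technique: Fluorescence polarization | Replication: Single well per compound, no replicates | Buffer or medium: Tris-NaCl-Pluronic buffer, pH 8.0 | Timing: 30 min compound preincubation, 45 min probe labeling, 25 °C | Read-out basis: Percent inhibition from mP, scaled between DMSO and no-protein wells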
# Ba/F3 V617F tox – reduced viability of JAK2V617F-dependent Ba/F3 cells, primary screen, JAK2V617F inhibitor project, cell-based, Ba/F3 EpoR-JAK2V617F, luminescence. inhibition, % at 5.6 µM. ATP luminescence. 1.1% of 220,000 active;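 active = inhibition above the campaign mean plus 3 SD over all tested compounds, cut at about 24% in these data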;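 also: cytokine-independent growth of Ba/F3 cells driven by EpoR plus mutant JAK2; 0% = DMSO-treated cells and 100% = JAK inhibitor I control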
# CHOP inh – inhibitors of CHOP promoter induction, primary screen, cell-based, unfolded protein response, luciferase reporter; 3.8% of 220,000 active; CHO-K1 CHOP-promoter luciferase, tunicamycin-induced, 15-18 h; inhibition, % at 10 µM;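 active = compounds that reduced the stress-induced luciferase reporter signal by more than about 70% of percent inhibition, limit read from the data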;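 also: 0% = tunicamycin plus vehicle and 100% = wells without tunicamycin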
# BaF3 parental – parental Ba/F3 cell viability inhibition, counter-screen for JAK2V617F inhibitor project, murine pro-B, CellTiter-Glo luminescence | AID 1486, 2009 | CellTiter-Glo ATP luminescence | 1.1% of 220,000 active | inhibition, % at 5.6 µM;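 active = inhibition above a per-campaign cutoff, the mean inhibition of all tested compounds plus 3 SD, cut at about 27% in these data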;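 also: 0% = DMSO wells and 100% = JAK Inhibitor I control wells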
# TNF necrop inh – inhibitors of TNF-alpha triggered necroptosis, primary screen, cell-based, Jurkat FADD-/-, single concentration. 0.068% of 220,000 active. Jurkat FADD-/- TNF necroptosis rescue, ATP luminescence, 24 h; 0 = TNF only, 100 = no-TNF cells. activation (protection from cell death), % at 10 µM;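 active = activation, meaning protection from cell death, of at least 50% relative to plate controls; inactive = activation below 50%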;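 also: necroptosis triggered by 40 ng/mL TNF-alpha added together with compound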
# Wee1 degr inh – Wee1 degradation inhibitors, primary screen, cell-based, HeLa, Wee1K328M-luciferase, luminescence | reporter increase, % at 5 µM | 1.2% of 220,000 active | Wee1-like protein kinase (Homo sapiens), P30291 | HeLa Luc-Wee1K328M stability; 100% = proteasome inhibitor MG132 effect;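 active = activation above the mean of all tested compounds plus 3 SD, set per screening run, cut at about 8.8% in these data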;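 also: cells exposed to compound for 20 h before luminescence read; 0% = DMSO alone and 100% = MG132 at 30 µM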
# Target sequence (P30291 whole entry K328M): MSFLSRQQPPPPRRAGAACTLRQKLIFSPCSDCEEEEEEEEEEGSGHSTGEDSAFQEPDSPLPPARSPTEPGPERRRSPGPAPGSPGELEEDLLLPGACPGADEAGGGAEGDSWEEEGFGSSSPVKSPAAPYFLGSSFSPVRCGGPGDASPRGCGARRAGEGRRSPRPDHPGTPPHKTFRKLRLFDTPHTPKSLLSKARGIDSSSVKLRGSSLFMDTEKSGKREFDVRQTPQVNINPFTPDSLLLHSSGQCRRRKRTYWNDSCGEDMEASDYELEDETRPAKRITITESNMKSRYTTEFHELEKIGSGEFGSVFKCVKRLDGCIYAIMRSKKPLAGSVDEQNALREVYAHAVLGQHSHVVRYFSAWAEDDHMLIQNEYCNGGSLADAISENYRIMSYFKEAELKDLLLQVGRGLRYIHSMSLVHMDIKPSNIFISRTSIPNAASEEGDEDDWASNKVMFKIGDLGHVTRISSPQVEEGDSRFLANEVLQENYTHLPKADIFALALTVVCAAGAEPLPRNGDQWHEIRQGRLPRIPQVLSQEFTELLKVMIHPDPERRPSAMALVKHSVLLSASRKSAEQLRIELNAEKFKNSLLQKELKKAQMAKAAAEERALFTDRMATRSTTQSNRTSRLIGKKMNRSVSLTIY
# TRPN1 ag – zebrafish TRPN1 channel agonists, primary screen, cell-based, HEK293, calcium fluorescence | transient receptor potential cation channel N1 (TRPN1/NompC), Danio rerio | HEK293 zebrafish TRPN1-YFP, Fluo-8 calcium fluorescence; 100% = response to 87 µM carbachol | activation, % at 3 µM | 0.18% of 220,000 active | AID 1424, 2008;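 active = activation above its plate's cutoff, the mean activation of test wells on that plate plus 3 SD, cut at about 19% in these data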;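 also: 0% = DMSO alone and 100% = 87 µM carbachol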
#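 Assay system: Zebrafish TRPN1-YFP in HEK293 cells | Incubation: Dye loading 1 h at 37 °C, then 30 min room temperature | Measured by: Kinetic Fluo-8 fluorescence, ex 470-495, em 515-575 nm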
# Starred values were filed as active, the others as inactive; . = not tested or not shown.
SMILES,PPC-1+TRAIL kill,TRPML3 agonist,RBBP9 inh,Ba/F3 V617F tox,CHOP inh,BaF3 parental,TNF necrop inh,Wee1 degr inh,TRPN1 ag
c1ccc2sc(N3CCCN(Cc4nc(-c5cnccn5)no4)CC3)nc2c1,-8,4.8,-8,5,12,6,-1.0,-2,7.5
COc1ccc(NC(=O)CSc2nnc(CCC(=O)Nc3ccc(C)c(Cl)c3)n2C)cc1,-4,-0.7,7,0,-53,1,-2.0,0,0.1
O=C(COc1ccc2c(c1)C(=O)CC1(CCCCC1)O2)NCc1ccccn1,2,0.2,0,2,18,4,-5.3,0,1.8
CCOC(=O)c1sc2nc(CSCC(=O)OCc3ccc(C(=O)OC)o3)[nH]c(=O)c2c1C,-1,-0.2,-11,2,0,4,-2.3,7,-0.5
CNC(=O)CN(Cc1ccccc1)S(=O)(=O)c1ccccc1,-1,1.2,-7,-3,-26,3,2.3,3,-0.7
N#Cc1c(-c2ccncc2)c2c([nH]c1=O)-c1ccccc1OC2,7,0.9,-3,0,9,-5,0.7,-2,1.7
O=C(Cn1cnc2c(nnn2Cc2ccc(F)cc2)c1=O)NCc1ccco1,6,0.1,-12,3,8,5,-1.6,1,1.2
COc1ccc(C2CC(=O)C3=C(C2)Nc2ccccc2N(C(C)=O)C3c2ccco2)cc1 (configuration not stated),-4,-0.5,-2,-6,32,-4,-0.3,1,0.3
O=C(COC(=O)c1cc(-c2cccs2)nc2ccccc12)NC1CCS(=O)(=O)C1 (configuration not stated),.,1.8,-13,2,0,4,-0.7,0,2.9
CC(=O)C1=C(O)C(=O)N(CCCn2ccnc2)C1c1ccc(Cl)cc1 (configuration not stated),.,0.8,-6,-2,0,4,0.4,-1,1.4
Nc1c(C(=O)N/N=C/c2cccnc2)cnn1-c1ccccc1,29,0.8,-13,1,13,4,0.7,9.6*,2.2
CCSc1nnc(CNC(=O)C23CC4CC(CC(C4)C2)C3)n1C1CCCCC1,16,-1.0,-9,-4,11,7,-0.6,1,2.4
O=C(O)Cc1ccc(NC(=O)c2ccc(Cl)c(Cl)c2)cc1,12,0.9,-5,3,22,2,-0.4,0,-0.2
Oc1c(/C=N/c2ccccn2)sc2ccccc12,2,1.3,-11,0,17,1,-18,2,0.5
CN1CCN(c2ccc(NC(=O)c3ccc4c(c3)OCCO4)cc2Cl)CC1,31,-0.1,-3,-1,3,0,1.8,-1,-1.9
CC(CCc1ccccc1)NC(=O)CNC(=S)N(Cc1cccs1)C1CCCC1 (configuration not stated),-8,-0.1,-6,-2,15,6,-3.2,-1,-1.9
COc1ccc(C(=O)Nc2nc(-c3cccs3)cs2)cc1,20,0.4,-9,-6,17,0,-12,-2,1.0
CC1=CCC(COC(=O)Nc2ccccc2)CC1 (configuration not stated),13,-0.4,2,1,56,3,1.9,-2,-0.3
CCCc1nc2c(C)ccc(C)c2c(N)c1CC,8,1.2,-5,3,7,6,-0.6,7,1.4
CCCCCCOc1ccc(/C(C)=N/NC2=NCCN2)cc1[N+](=O)[O-],17,1.0,2,-1,1,2,-15,1,1.9

# Gathered by group, those above with four or more nitrogen atoms (six)
SMILES,PPC-1+TRAIL kill,TRPML3 agonist,RBBP9 inh,Ba/F3 V617F tox,CHOP inh,BaF3 parental,TNF necrop inh,Wee1 degr inh,TRPN1 ag
c1ccc2sc(N3CCCN(Cc4nc(-c5cnccn5)no4)CC3)nc2c1,-8,4.8,-8,5,12,6,-1.0,-2,7.5
COc1ccc(NC(=O)CSc2nnc(CCC(=O)Nc3ccc(C)c(Cl)c3)n2C)cc1,-4,-0.7,7,0,-53,1,-2.0,0,0.1
O=C(Cn1cnc2c(nnn2Cc2ccc(F)cc2)c1=O)NCc1ccco1,6,0.1,-12,3,8,5,-1.6,1,1.2
Nc1c(C(=O)N/N=C/c2cccnc2)cnn1-c1ccccc1,29,0.8,-13,1,13,4,0.7,9.6*,2.2
CCSc1nnc(CNC(=O)C23CC4CC(CC(C4)C2)C3)n1C1CCCCC1,16,-1.0,-9,-4,11,7,-0.6,1,2.4
CCCCCCOc1ccc(/C(C)=N/NC2=NCCN2)cc1[N+](=O)[O-],17,1.0,2,-1,1,2,-15,1,1.9

# New compounds follow
SMILES,PPC-1+TRAIL kill,TRPML3 agonist,RBBP9 inh,Ba/F3 V617F tox,CHOP inh,BaF3 parental,TNF necrop inh,Wee1 degr inh,TRPN1 ag
CCC(=O)OCCCCCCOc1ccc(C(=O)O)cc1,18,-0.2,5,-2,7,-3,-2.9,-2,-0.6
O=C1/C(=C/c2cccnc2)N=C2CCCCCN12,4,0.7,-18,4,-3,5,0.5,4,-0.8
COc1ccc(OC)c2[nH]c(=O)c(CCNS(=O)(=O)c3ccc(Cl)cc3)cc12,23,-1.0,2,3,11,2,-0.3,0,0.1
CCS(=O)(=O)N1CCN(c2cc3c(cc2[N+](=O)[O-])n(C)c(=O)n3C)CC1,-1,1.0,3,-5,17,1,-0.1,0,1.2
CC(C)(C)c1ccc(C2=NC(=O)C(CC(=O)O)S2)cc1 (configuration not stated),-13,0.7,2,-1,62,2,0.2,3,1.8
CCOc1ccc(NCc2nc3ccccc3n2CCOc2ccccc2)cc1,29,-0.6,-11,3,28,7,-0.9,0,-1.4
COc1cc2c(cc1NC(=O)CN1CCN(S(=O)(=O)c3ccc(F)cc3)CC1)oc1ccccc12,18,0.7,3,-3,18,-1,4.2,2,0.8
O=C(CN1C(=O)C2CCc3[nH]c4ccccc4c3C2C1=O)N1CCCC1 (configuration not stated),-8,0.8,-5,-4,2,2,-1.0,-2,0.1
CC(NCC(O)c1ccc([N+](=O)[O-])cc1)C12CC3CC(CC(C3)C1)C2 (configuration not stated),21,0.1,3,-2,-6,2,0.2,3,-0.2
O=C(CN1C2=NCCN2c2ccccc21)N1CCOCC1,4,1.4,-1,0,-4,4,0.8,-2,0.2
CC(=O)Nc1ccc(NC(=O)COc2ccc(Br)cc2C)cc1,6,1.2,-8,-1,25,1,-1.1,-1,1.7
COc1cc(C=O)ccc1OCCOc1ccccc1[N+](=O)[O-],11,0.4,1,-4,-2,6,1.5,-1,0.7
S=c1[nH]nc(-c2ccco2)n1C1CCCCC1,9,0.9,-6,3,10,8,2.3,-4,0.0
CCNC(=O)CC1SC(=Nc2ccccc2C)N(C)C1=O (configuration not stated),6,-0.1,2,-3,-1,1,-0.9,-1,-0.6
Cc1nn(C)cc1CNC(=O)CCC(=O)O,14,0.8,3,-1,18,2,-0.1,0,0.3
O=C(COc1ncnc2ccccc12)Nc1ccccc1[N+](=O)[O-],15,0.2,-2,4,16,8,0.5,0,-0.1
Cn1nnnc1SCCNCc1ccccc1OCc1ccccc1Cl,4,0.7,-7,2,21,3,2.0,-4,0.3
COCCNC(=O)C1CCCN(c2nn3c(=O)cc(C)nc3s2)C1 (configuration not stated),0,0.8,-4,-5,-12,-2,1.6,1,1.6
CCCN(CC(=O)Nc1ccc(F)c(F)c1F)CC(=O)Nc1c(Cl)cccc1Cl,-5,0.8,0,0,7,5,1.8,1,-1.0
Cc1ccc(Cn2c(=O)n(Cc3ccco3)c(=O)c3ccccc32)cc1,4,0.0,-11,-2,5,2,2.7,-2,-1.7

# Shown bar-delimited: entries from further up.
Structure | PPC-1+TRAIL kill | TRPML3 agonist | RBBP9 inh | Ba/F3 V617F tox | CHOP inh | BaF3 parental | TNF necrop inh | Wee1 degr inh | TRPN1 ag
CC(C)(C)c1ccc(C2=NC(=O)C(CC(=O)O)S2)cc1 (configuration not stated) | -13 | 0.7 | 2 | -1 | 62 | 2 | 0.2 | 3 | 1.8
CCOc1ccc(NCc2nc3ccccc3n2CCOc2ccccc2)cc1 | 29 | -0.6 | -11 | 3 | 28 | 7 | -0.9 | 0 | -1.4

# Continuation.
SMILES,PPC-1+TRAIL kill,TRPML3 agonist,RBBP9 inh,Ba/F3 V617F tox,CHOP inh,BaF3 parental,TNF necrop inh,Wee1 degr inh,TRPN1 ag
COc1ccc2nc(C)c(C(N)=O)cc2c1,3,0.6,-3,-4,31,5,0.6,-1,0.9
NC(=O)c1oc2ccccc2c1NC(=O)C1COc2ccccc2O1 (configuration not stated),10,0.3,5,-3,-5,6,1.4,-4,1.1
O=C(Nc1ccc(Cl)cc1)c1cccs1,10,0.6,0,-1,-16,4,0.6,1,0.4
COc1ccc(NC(=S)N/N=C/c2cccn2Cc2ccc(F)cc2Cl)cc1,-8,-1.4,-1,-1,44,-2,-5.5,1,-0.4
COc1ccc2cc(CN(CC3CCCO3)S(=O)(=O)c3ccccc3Cl)c(=O)[nH]c2c1 (configuration not stated),2,0.8,-1,-1,23,9,-2.5,-1,1.1
CCCCN(CC)Cc1c(O)ccc2c(-c3ccccc3)cc(=O)oc12,-9,0.2,-5,22,21,29*,-0.2,-4,1.6
COc1ccccc1C(=O)Nc1cc2cc(Cl)ccc2oc1=O,-27,-0.3,5,6,38,1,-0.5,-1,1.1
COc1ccc(NC(=O)CN(c2ccc([N+](=O)[O-])cc2)S(=O)(=O)c2ccccc2)cc1,31,-1.0,-7,-4,-4,-1,-3.4,0,-1.8
CCOC(=O)CSc1nc2ccccc2c(=O)n1C,8,0.9,-8,0,61,3,-0.8,-1,1.6
Clc1ccc2ncc(-c3nnnn3-c3ccccc3)c(-c3ccccc3)c2c1,-4,3.4,-3,2,107*,2,-6.0,-3,-1.6
Cc1cc(Nc2cccc([N+](=O)[O-])c2)c2cccc(C)c2n1,6,0.2,-3,-4,16,0,-12,-1,-1.7
N#Cc1c(-c2ccco2)nc(SCc2ccc(F)cc2)[nH]c1=O,9,0.2,-6,4,48,6,-1.8,-1,-1.6
COC(=O)C1=C(C)NC(=O)/C1=C\c1ccco1,27,-0.1,-1,3,26,6,-2.0,-1,0.4

# 4 entries out of the list above, arranged by the number in CHOP inh, lowest first.
canonical_smiles | CHOP inh
NC(=O)c1oc2ccccc2c1NC(=O)C1COc2ccccc2O1 (configuration not stated) | -5
COc1ccc2nc(C)c(C(N)=O)cc2c1 | 31
COc1ccc(NC(=S)N/N=C/c2cccn2Cc2ccc(F)cc2Cl)cc1 | 44
N#Cc1c(-c2ccco2)nc(SCc2ccc(F)cc2)[nH]c1=O | 48
